# PglD inh: inhibitors of Campylobacter jejuni PglD acetyltransferase; purified PglD enzyme, DTNB colorimetric CoA detection; inhibition, % at 12.5 µM; hit rate 0.098% among 360,000; in the data active means inhibition above about 16%, passing the limit was not always enough; further: strong numbers were not always called active
# PAX8 inh HTS: lowers PAX8-driven luciferase in RMG-I cells; RMG-I TPO-luciferase reporter, SteadyGlo, 24 h; inhibition, % at 12.6 µM; hit rate 1.2% among 360,000; AID 652154;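 active means mean replicate inhibition at least 60% with every replicate also reaching 60%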;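 further: luciferase light reporting Pax8 driven TPO promoter activity; plate controls were median of neutral control wells for no effect and mitoxantrone controls for full effect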
# S100A4 inh HTS: inhibitors of human S100A4 binding to myosin IIA peptide; P26447; S100A4/TAMRA-MyoIIA peptide fluorescence polarization; inhibition, % at 10.7 µM; hit rate 0.14% among 360,000; AID 652163;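 active means mean inhibition of at least 70% across replicates, with every replicate also reaching that level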
# Target sequence (P26447 whole entry, looked up): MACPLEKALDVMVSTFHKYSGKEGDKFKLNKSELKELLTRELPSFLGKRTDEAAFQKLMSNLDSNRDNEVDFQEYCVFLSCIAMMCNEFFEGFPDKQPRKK
#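 Material: S100A4 monomer protein | Medium: HEPES pH 7.2 with CaCl2, KCl, NaCl, DTT, Triton | Reagent: Labelled myosin peptide probe, 5 nM | Doses: One dose per compound | Times: 5 min incubation before reading | Benchmarks: Neutral control DMSO, positive control TFP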
# EWS-Fli inh: inhibitors of EWS/Fli oncoprotein transcriptional activity; hit rate 0.67% among 350,000; A673 NR0B1-luciferase reporter, viability-normalised; inhibition, % at 12.6 µM; AID 651661;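 active means mean inhibition of at least 50% after viability correction, with every replicate also passing that limit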;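 further: firefly luciferase signal divided by Alamar Blue viability fluorescence both relative to DMSO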
# PGC1a acetyl inh: modulators of PGC1a acetylation; AID 651687; U2OS PGC1a acetylation, AlphaScreen anti-acetyl-lysine; with virally co-expressed GCN5 acetyltransferase; hit rate 0.17% among 350,000; inhibition, % at 15.6 µM;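 active means every replicate shows inhibition of at least 40%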;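 further: 0% = neutral control wells and 100% = positive control wells; some results beyond the cut were filed as inactive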
# ERAP1 inh: inhibitors of human ERAP1 aminopeptidase. hit rate 0.15% among 340,000. AID 652197. inhibition, % at 10.7 µM. Q9NZ08. recombinant ERAP1, Leu-AMC fluorescence, 60 min;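 active means mean replicate inhibition of at least 30%, or all replicates individually reaching that 30% level; inactive means mean below 30% and not every replicate reaching it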;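 further: 0% = neutral control wells and 100% = L-leucinethiol positive control wells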
# Target sequence (Q9NZ08 whole entry, looked up): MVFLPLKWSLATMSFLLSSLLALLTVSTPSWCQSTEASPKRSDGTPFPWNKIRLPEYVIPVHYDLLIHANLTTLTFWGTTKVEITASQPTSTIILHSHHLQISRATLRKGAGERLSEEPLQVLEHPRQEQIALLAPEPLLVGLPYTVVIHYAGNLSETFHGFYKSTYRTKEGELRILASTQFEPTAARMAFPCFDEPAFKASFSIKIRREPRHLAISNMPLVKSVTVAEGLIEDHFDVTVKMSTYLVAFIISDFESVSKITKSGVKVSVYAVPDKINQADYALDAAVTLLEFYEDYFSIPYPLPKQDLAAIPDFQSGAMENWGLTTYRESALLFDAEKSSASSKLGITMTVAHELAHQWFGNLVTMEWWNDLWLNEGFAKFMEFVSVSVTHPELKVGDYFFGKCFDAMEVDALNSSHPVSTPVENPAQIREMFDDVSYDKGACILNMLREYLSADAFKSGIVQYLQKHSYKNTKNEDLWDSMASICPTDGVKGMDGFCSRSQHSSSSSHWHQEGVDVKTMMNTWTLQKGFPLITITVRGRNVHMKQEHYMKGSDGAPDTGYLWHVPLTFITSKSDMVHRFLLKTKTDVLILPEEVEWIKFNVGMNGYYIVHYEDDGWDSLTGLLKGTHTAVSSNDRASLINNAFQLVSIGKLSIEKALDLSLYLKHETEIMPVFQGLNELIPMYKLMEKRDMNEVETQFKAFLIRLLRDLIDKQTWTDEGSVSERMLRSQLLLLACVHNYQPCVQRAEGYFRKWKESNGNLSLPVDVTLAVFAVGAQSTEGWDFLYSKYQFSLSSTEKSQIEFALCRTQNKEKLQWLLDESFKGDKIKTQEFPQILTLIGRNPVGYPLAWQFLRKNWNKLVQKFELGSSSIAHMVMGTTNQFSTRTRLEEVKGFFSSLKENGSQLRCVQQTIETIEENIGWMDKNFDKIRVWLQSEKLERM
# LGR2 inh: blocks bursicon-induced cAMP signaling via Drosophila LGR2 | inhibition, % at 9.99 µM | HEK293 LGR2, CRE-luciferase, bursicon-stimulated, 4 h | hit rate 0.35% among 380,000;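 active means drop in luminescence signal, shown as inhibition above about 50% in the replicate tests, limit read from the data, passing the limit was not always enough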;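 further: agonist challenge used bursicon conditioned medium at about half maximal strength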
# FN deposit inh: fibronectin deposition inhibition | AH1F fibroblasts, Alexa488-fibronectin deposition fluorescence, overnight | inhibition, % at 12.6 µM | hit rate 0.086% among 350,000;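 active means mean inhibition across replicates of 30% or more, regardless of how many single replicates reach that level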;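 further: positive control wells lacked labelled fibronectin entirely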
#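 Material: AH1F fibroblasts assembling fluorescent fibronectin matrix; amount: 10000 AH1F cells/well; medium: DMEM, 2% serum; reagent: Alexa488-fibronectin, 24 nM final in well; dosing: single compound dose, delivered by pin transfer; incubation: 1 h adhesion, overnight exposure; detection: fluorescence after three HBSS washes, excitation 485 nm, emission 525 nm; measure: fibronectin deposition inhibition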
# The depositor's hits bear a star; x = no result given. Hits appear at their usual frequency; any-hit rate near 2.1%.
# Start of the data: the first 3 records, to show the layout:
SMILES,PglD inh,PAX8 inh HTS,S100A4 inh HTS,EWS-Fli inh,PGC1a acetyl inh,ERAP1 inh,LGR2 inh,FN deposit inh
CC1(C(=O)Nc2ccccc2)Cc2c(-c3cccc(C(F)(F)F)c3)ccnc2O1 (stereo unspecified),-2.0,-0.1,-6.2,12.4,-20.1,6.6,4.5,3.0
O=C(c1ccco1)N1CCN(C2CN(CCc3ccccc3)S(=O)(=O)C2)CC1 (stereo unspecified),-2.4,-2.0,-3.5,2.9,4.4,-3.9,-6.2,-1.4
Oc1cccc(-c2sc3ccccc3c2-c2ccc(OCCN3CCCCC3)cc2)c1,x,11.2,4.1,25.8,x,x,-22.9,x

# The whole of this part, from the first entry:
SMILES,PglD inh,PAX8 inh HTS,S100A4 inh HTS,EWS-Fli inh,PGC1a acetyl inh,ERAP1 inh,LGR2 inh,FN deposit inh
CC1(C(=O)Nc2ccccc2)Cc2c(-c3cccc(C(F)(F)F)c3)ccnc2O1 (stereo unspecified),-2.0,-0.1,-6.2,12.4,-20.1,6.6,4.5,3.0
O=C(c1ccco1)N1CCN(C2CN(CCc3ccccc3)S(=O)(=O)C2)CC1 (stereo unspecified),-2.4,-2.0,-3.5,2.9,4.4,-3.9,-6.2,-1.4
Oc1cccc(-c2sc3ccccc3c2-c2ccc(OCCN3CCCCC3)cc2)c1,x,11.2,4.1,25.8,x,x,-22.9,x
CCOc1ccc(NC(=O)COC(=O)Cn2cnnn2)cc1OCC,6.4,x,1.9,1.3,8.5,-1.0,-6.4,x
Cc1nc(SCC(=O)Nc2c(C)n(C)n(-c3ccccc3)c2=O)c(C#N)c(C)c1C,-3.1,15.3,10.0,-5.3,1.1,1.7,-0.9,x
CCNC(=O)C[C@H]1CC[C@@H]2[C@@H](COc3ccc(NC(=O)c4ccccc4)cc3C(=O)N2C)O1,-0.8,-12.5,8.7,-5.1,7.5,-0.6,-3.1,-2.3
CN(Cc1c(C(=O)N/N=C/c2c(F)cccc2Cl)nnn1-c1nonc1N)c1ccccc1,5.9,-3.0,-9.6,x,6.7,-2.1,0.5,-5.4
COc1ccc(C(C#N)=Cc2cc(OC)c(OC)c(OC)c2)cc1,x,20.2,-0.2,7.7,x,-2.4,8.3,-3.3
COc1ccc(NC(=O)CN(C)CC(=O)Nc2ccc(Cl)cc2F)cc1,1.6,-9.7,-6.0,-1.9,-6.5,0.8,-0.7,7.3
COc1ccccc1C(=O)Nc1ccc2c(c1)n(C)c(=O)n2C,2.4,-27.2,6.2,-6.0,-29.6,5.1,-2.0,-4.9
CCOc1ccc(CN2CCNC(=O)C2CC(=O)NCC2CCOCC2)cc1 (stereo unspecified),3.5,-0.1,3.9,-1.3,x,2.3,-2.1,-3.8
CCN1C(=O)N[C@@H](CCc2ccccc2)C(C(C)=O)=C1C,-3.4,-5.5,9.8,0.9,x,x,4.9,4.2
C[C@H]1CN([C@@H](C)CO)S(=O)(=O)c2ccc(C3=CCCCC3)cc2O[C@H]1CN(C)C(=O)CC1CC1,-0.7,x,-19.9,-3.1,-17.4,1.7,-10.8,-4.3
O=C(C[C@H]1C[C@@H]2c3cc(NC(=O)CC4CC4)ccc3O[C@@H]2[C@H](CO)O1)NCc1ccccc1,-0.7,5.4,7.8,0.8,-0.9,3.5,4.2,-6.6
COc1ccccc1NC(=S)NC(NC(=O)c1ccco1)C(Cl)(Cl)Cl (stereo unspecified),x,20.8,-9.4,-0.1,x,-4.9,-10.4,-5.3
C=CCCN(Cc1ccccc1)S(=O)(=O)c1cc(Br)ccc1Br,-1.1,-12.7,5.5,7.4,-44.7,-1.1,11.7,4.5
COc1ccc(-c2sc3cc4c(cc3c2C#CCO)OCO4)cc1,2.6,-28.8,x,0.3,x,x,-14.2,-10.2
C[C@H]1CN([C@@H](C)CO)C(=O)Cc2cc(NC(=O)C3CC3)ccc2O[C@H]1CN(C)C(=O)Nc1cccc2ccccc12,x,-47.7,x,-0.7,-3.3,x,2.0,x
Cc1cc(C)n(C(C)CC(=O)Nc2ccc3c(c2)OCO3)n1 (stereo unspecified),-3.0,-8.6,-1.3,x,7.9,-0.7,-6.7,0.5
COc1ccc(-c2ccc(SCC(=O)N3CC(=O)Nc4ccccc43)nn2)cc1,11.0,-38.5,6.3,-27.9,-6.9,2.1,-35.2,-7.6
O=C(O)CCCC(=O)N1CCN(c2nc(-c3ccccc3)c3ccccc3n2)CC1,3.9,-13.4,-7.1,-0.1,1.3,7.2,-27.6,-1.7
C[C@H](CO)N1C[C@H](C)[C@H](CN(C)Cc2cccc(F)c2)Oc2ncc(C#CCc3ccccc3)cc2C1=O,0.5,x,0.9,11.7,4.0,3.4,-0.7,-9.8
O=S(=O)(Nc1nc2cc3c(cc2nc1Cl)OCCO3)c1ccccc1,x,0.3,-5.1,-2.1,x,12.3,-1.6,2.0
CC(C)CN(CC(C)C)C(=O)COc1ccccc1C(N)=O,x,-0.2,-1.1,-5.3,x,-1.3,16.5,-11.1
COC(=O)c1ccccc1NC(=O)Nc1ccc(Br)cn1,0.8,-22.7,6.5,-26.3,x,0.6,-22.0,-9.4
O=C(C[C@H]1C=C[C@@H](NC(=O)Nc2ccccc2F)[C@H](CO)O1)NCc1ccc(F)cc1,-3.8,4.3,10.2,0.5,-2.9,-4.0,5.1,x
CN1CCC(N2CCN(C3CN(C4CCCCC4)S(=O)(=O)C3)CC2)CC1 (stereo unspecified),-1.2,-5.8,-0.2,-12.7,-0.6,-3.2,8.4,4.4
CCCn1cnc2cc(NCc3ccccn3)ccc21,2.3,-89.7,-2.4,-54.0,0.9,0.8,x,26.2
O=C(CC[C@H]1O[C@@H](n2cnc3c(NC(=O)c4ccccc4)ncnc32)[C@H](O)[C@@H]1O)NCCCN1CCOCC1,2.4,8.0,0.3,-5.4,0.0,-0.1,-24.6,-5.5
CC(=O)c1cccc(OCC(=O)OCC(=O)Nc2cc(S(=O)(=O)N3CCCCC3)ccc2C)c1,7.1,-26.0,20.3,-0.3,-5.1,-0.3,-9.5,x
CCCCOc1ccc(N(CC(=O)NCCOC)C(=O)CCC(=O)Nc2ccccn2)cc1,-2.9,-9.1,0.0,4.4,10.2,1.0,10.5,0.5
CCN1C(=O)[C@@H]2[C@@H](c3ccc(SC4CCCCC4)c(OC)c3)N3CCC[C@@]3(C(=O)OC)[C@@H]2C1=O,10.5,7.1,-4.1,5.8,2.1,-5.6,6.0,-7.8
Cc1cc(C(=O)OCC(=O)Nc2ccccc2C)c(C)o1,-3.4,-18.7,-14.7,-16.9,x,-0.4,-10.2,-20.1
CC(C)Cn1c(SC(C)C(=O)NC2CC2)nnc1-c1ccccc1F (stereo unspecified),-3.1,-5.5,-2.2,-0.5,x,-0.5,7.7,-4.6
CCCCn1c(N)c(N(CCOC)C(=O)C2CC(=O)N(Cc3ccc(C)cc3)C2)c(=O)[nH]c1=O (stereo unspecified),0.0,-0.2,-4.7,-5.4,x,16.2,-4.8,-2.5
O=C(COc1ccccc1[N+](=O)[O-])NC1CC1,-1.8,18.6,-0.5,0.7,11.3,-1.8,2.8,0.8

# Rewritten with each value named: entries from further up.
CC(C)Cn1c(SC(C)C(=O)NC2CC2)nnc1-c1ccccc1F (stereo unspecified)
  PglD inh = -3.1
  PAX8 inh HTS = -5.5
  S100A4 inh HTS = -2.2
  EWS-Fli inh = -0.5
  PGC1a acetyl inh = x
  ERAP1 inh = -0.5
  LGR2 inh = 7.7
  FN deposit inh = -4.6
O=C(COc1ccccc1[N+](=O)[O-])NC1CC1
  PglD inh = -1.8
  PAX8 inh HTS = 18.6
  S100A4 inh HTS = -0.5
  EWS-Fli inh = 0.7
  PGC1a acetyl inh = 11.3
  ERAP1 inh = -1.8
  LGR2 inh = 2.8
  FN deposit inh = 0.8
CCCCn1c(N)c(N(CCOC)C(=O)C2CC(=O)N(Cc3ccc(C)cc3)C2)c(=O)[nH]c1=O (stereo unspecified)
  PglD inh = 0.0
  PAX8 inh HTS = -0.2
  S100A4 inh HTS = -4.7
  EWS-Fli inh = -5.4
  PGC1a acetyl inh = x
  ERAP1 inh = 16.2
  LGR2 inh = -4.8
  FN deposit inh = -2.5
O=C(CC[C@H]1O[C@@H](n2cnc3c(NC(=O)c4ccccc4)ncnc32)[C@H](O)[C@@H]1O)NCCCN1CCOCC1
  PglD inh = 2.4
  PAX8 inh HTS = 8.0
  S100A4 inh HTS = 0.3
  EWS-Fli inh = -5.4
  PGC1a acetyl inh = 0.0
  ERAP1 inh = -0.1
  LGR2 inh = -24.6
  FN deposit inh = -5.5

# Carrying on:
SMILES,PglD inh,PAX8 inh HTS,S100A4 inh HTS,EWS-Fli inh,PGC1a acetyl inh,ERAP1 inh,LGR2 inh,FN deposit inh
COc1ccc(S(=O)(=O)NNC(=O)c2sccc2-n2cccc2)cc1,7.2,19.4,-2.6,-6.2,1.7,-1.0,-9.0,-6.9
Cc1ccc(S(=O)(=O)NCC[C@@H]2CC[C@H](NC(=O)Nc3ccccc3F)[C@@H](CO)O2)cc1,1.8,-1.5,1.8,11.7,9.2,0.2,8.3,x
COc1cc(C(=O)N2CCN(C3CCCCC3)CC2)cc(OC)c1OC,0.6,12.8,-6.6,10.6,x,-3.0,0.0,7.2
CCCNC(=O)Nc1ccc2c(c1)OC[C@@H](C)N(C(=O)C1CCCC1)C[C@@H](C)[C@H](OC)CN(C)C2=O,x,x,x,-6.4,-5.5,x,-3.5,-3.4
C[C@@H]1CN([C@@H](C)CO)C(=O)c2cc(C#CCc3ccccc3)cnc2O[C@H]1CN(C)CC1CCOCC1,3.7,-8.7,-1.2,3.4,-6.0,-1.1,-2.8,x
CC(=O)NCc1ccc(S(=O)(=O)N/N=C/c2ccc(Br)cc2)cc1,x,-5.4,4.3,6.1,x,-0.8,-9.7,-7.2
CCOC(=O)C1=CN(Cc2cccc(-c3ccc(F)cc3)c2)S(=O)(=O)N(C)C1C (stereo unspecified),-2.2,-5.1,-0.8,6.1,x,2.5,3.8,-1.7
Cc1cccc(C(=O)NC2=NCCS2)c1,x,21.1,0.0,-18.7,-2.3,2.5,0.8,3.3
O=C(c1nn(-c2ccccc2)c(=O)c2ccccc12)N1CCN(c2ccccn2)CC1,-1.6,x,x,x,4.7,x,1.2,-6.3
c1ccc(-n2nnnc2SCCCSc2nc3ccccc3s2)cc1,-3.1,x,-3.1,7.7,-1.5,10.0,6.7,x
Cc1ccccc1NC(=O)Cc1nc(COC(=O)c2cc([N+](=O)[O-])ccc2NCCO)cs1,-1.2,28.8,0.1,11.1,-7.2,3.5,-22.2,10.4
Cc1ccc(S(=O)(=O)N[C@@H]2CC[C@@H](CCn3cc(-c4cccnc4)nn3)O[C@H]2CO)cc1,1.1,5.6,2.3,-1.6,4.8,0.7,-19.3,x
O=C(Nc1ccccc1)c1nc[nH]c1C(=O)NCCN(CCNC(=O)c1[nH]cnc1C(=O)Nc1ccccc1)CCNC(=O)c1[nH]cnc1C(=O)Nc1ccccc1,4.3,-0.6,-6.1,9.9,x,-1.5,-0.1,-1.5
Cc1cccc(-c2ccc([C@H]3[C@H](CO)N4CCCCN(C(=O)NC(C)C)C[C@@H]34)cc2)c1,-2.4,-17.1,1.3,8.9,-13.3,1.3,-9.9,x

# High-throughput results (PubChem BioAssay)
